SRC2 TRFRET art: TR-FRET artefact, counter-screen to PPARgamma/SRC-2 agonist assay | active compounds read high | TR-FRET ratio at 8 µM | hit rate 0.4% among 200,000; in the data active means TR-FRET ratio above about 2000; further: inactives centre near 1500
TLR4-MyD88 BLA: blocks binding of human TLR4 to MyD88. HeLa CL3-4 TLR4/MyD88 BLA complementation, FRET ratio. inhibition, % at 8.4 µM. hit rate 0.18% among 200,000; in the data active means inhibition above about 25%;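 further: 0% = vehicle and 100% = reference inhibitor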
Target sequence (O00206 whole entry, looked up): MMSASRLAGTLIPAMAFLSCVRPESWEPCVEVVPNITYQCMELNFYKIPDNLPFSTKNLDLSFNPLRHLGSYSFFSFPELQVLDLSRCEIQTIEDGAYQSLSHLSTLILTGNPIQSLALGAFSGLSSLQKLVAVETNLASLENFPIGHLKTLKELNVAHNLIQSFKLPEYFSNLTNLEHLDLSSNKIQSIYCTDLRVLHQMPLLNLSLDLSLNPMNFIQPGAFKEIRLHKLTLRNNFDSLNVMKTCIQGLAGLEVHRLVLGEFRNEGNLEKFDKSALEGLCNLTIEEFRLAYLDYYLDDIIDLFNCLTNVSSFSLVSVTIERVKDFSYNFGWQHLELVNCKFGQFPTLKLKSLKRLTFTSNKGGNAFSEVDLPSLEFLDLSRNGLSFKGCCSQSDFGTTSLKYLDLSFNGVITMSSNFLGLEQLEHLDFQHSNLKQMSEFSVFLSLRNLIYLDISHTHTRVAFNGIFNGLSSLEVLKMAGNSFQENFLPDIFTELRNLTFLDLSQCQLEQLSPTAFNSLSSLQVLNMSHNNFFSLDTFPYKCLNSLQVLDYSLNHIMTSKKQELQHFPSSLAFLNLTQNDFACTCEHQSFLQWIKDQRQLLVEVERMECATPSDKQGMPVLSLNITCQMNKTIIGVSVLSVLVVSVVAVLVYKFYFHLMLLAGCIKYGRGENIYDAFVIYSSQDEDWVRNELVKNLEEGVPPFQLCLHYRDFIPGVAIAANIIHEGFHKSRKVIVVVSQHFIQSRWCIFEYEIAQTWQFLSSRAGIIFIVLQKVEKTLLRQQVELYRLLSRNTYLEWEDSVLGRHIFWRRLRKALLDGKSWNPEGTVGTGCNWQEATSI
Target sequence (Q99836 whole entry, looked up): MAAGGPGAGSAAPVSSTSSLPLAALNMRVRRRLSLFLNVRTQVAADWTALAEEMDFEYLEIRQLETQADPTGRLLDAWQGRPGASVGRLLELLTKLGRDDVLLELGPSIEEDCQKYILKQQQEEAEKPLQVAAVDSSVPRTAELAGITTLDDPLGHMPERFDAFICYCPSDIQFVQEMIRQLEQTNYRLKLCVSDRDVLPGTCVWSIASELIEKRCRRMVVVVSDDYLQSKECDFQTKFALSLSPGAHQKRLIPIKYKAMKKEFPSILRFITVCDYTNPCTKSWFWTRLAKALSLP
STAT1 inh: inhibitors of IFN-gamma induced STAT1 signaling; NIH 3T3 STAT1-luciferase reporter, luminescence; inhibition, % at 5.5 µM; hit rate 0.35% among 200,000;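 active means inhibition above a set limit, the mean inhibition across all tested compounds plus 3 SD, cut at about 34% in these data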;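 further: 0% = IFN-gamma with DMSO and 100% = IFN-gamma with 300 µM nifuroxazide; values of inactives mirror those of a sister screen read the other way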
STAT3 blocker: reduces IL-6 driven STAT3 reporter signal | AID 862 | inhibition, % at 5.5 µM | U3A cells, IL-6 STAT3-luciferase reporter, luminescence; host cell line lacks STAT1 | hit rate 0.89% among 190,000;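 active means inhibition above the mean inhibition across all screened compounds plus 3 SD, cut at about 44% in these data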;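 further: 0% = DMSO only wells and 100% = 100 µM nifuroxazide control wells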
ROMK primary: modulators of human ROMK potassium channel; hit rate 2% among 130,000; P48048; B-score at 10 µM; Tet-inducible ROMK, thallium flux fluorescence; actives lie on both sides; AID 1918;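 active means signal ratio slope over the read window, or its plate-corrected B-score, at least 3 SD from the plate mean, either direction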;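 further: B-score of the F/F0 ratio slope over 7 to 12 s after thallium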
PPARg SRC1 recr: agonists of human PPARgamma SRC-1 coactivator recruitment; P37231; PPARgamma-SRC-1 coactivator recruitment biochemical assay; activation, % at 8 µM; hit rate 0.41% among 200,000; AID 631; in the data active means activation above about 19%;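 further: 0% = DMSO and 100% = reference agonist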
STAT3 activator: increases IL-6 driven STAT3 reporter signal; hit rate 0.91% among 190,000; activation (% of control), % at 5.6 µM; U3A cells, IL-6 STAT3-luciferase reporter, luminescence; 100% = signal with IL-6 EC80 alone; AID 871;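 active means activation above the screen-wide mean of compound activation plus 3 SD, cut at about 130% in these data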;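 further: 0% = background luminescence of wells with medium and substrate only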
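system = STAT3-luciferase reporter U3A cells | reagent = IL-6 stimulus at 33 ng/mL final | timing = 1 h compound pre-exposure, 6 h IL-6 stimulation, 37 °C | measured by = luminescence | evaluation = % activation versus median of IL-6-stimulated wells | control set = IL-6-only wells as 100% reference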
PPARg SRC2 recr: agonists of SRC-2 recruitment by human PPARgamma | AID 1032 | hit rate 0.34% among 200,000 | PPARgamma LBD-SRC-2 recruitment, biochemical | P37231 | activation, % at 8 µM; in the data active means activation above about 22%;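 further: 0% = vehicle and 100% = reference agonist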
S1P3 antagonist: blocks the human S1P3 receptor | Q99500 | CHO S1P3 NFAT-BLA reporter, FRET fluorescence, antagonist mode | inhibition, % at 4.98 µM | hit rate 0.27% among 170,000;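 active means inhibition above the plate cutoff, the mean inhibition of test wells on that plate plus 3 SD, cut at about 28% in these data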;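 further: cells challenged with S1P at its EC80 of 0.8 µM; blue over green emission ratio from cleaved BLA substrate after 4 h stimulation; 0% = S1P-stimulated wells and 100% = unstimulated DMSO-only wells; some compounds past the cut are filed as inactive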
RAM network inh: blocks the yeast RAM network; S. cerevisiae dse1pr::URA3 reporter, 5-FOA growth OD615, 2 d; analog-sensitive cbk1-as2 kinase mutant strain; inhibition, % at 50 µM; hit rate 1.8% among 190,000; AID 868;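 active means inhibition above a set limit, 3 SD over mean compound inhibition, cut at about 8.4% in these data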;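 further: 0% = DMSO-only wells with no growth and 100% = 10 µM 1-NA-PP1 full growth; inhibition rescues growth on 5-FOA so higher OD means more RAM inhibition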
PPARg SRC-3 ag: promotes SRC-3 coactivator recruitment by human PPARgamma; P37231; activation, % at 8 µM; hit rate 0.26% among 200,000; AID 731; biochemical PPARgamma/SRC-3 coactivator recruitment assay; in the data active means activation above about 23%;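 further: 0% = DMSO and 100% = reference agonist; some compounds past the cut are filed as inactive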
Numbers without * were called inactive; . = not tested or not shown.

Every second line gives: SRC2 TRFRET art, TLR4-MyD88 BLA, STAT1 inh, STAT3 blocker, ROMK primary, PPARg SRC1 recr, STAT3 activator, PPARg SRC2 recr, S1P3 antagonist, RAM network inh, PPARg SRC-3 ag
- CC(C)CSc1nc2c(c(=O)[nH]c(=O)n2C)n1CCc1ccccc1
  1688, 5, -4, 10, 1.3, 2, 94, 12, -5, -0.7, 1
- CCN(CC)c1ccc(/C=C(\C#N)c2ccccn2)cc1
  1611, 4, 11, 74*, 1.8, 5, 40, 13, 11, 0.0, 1
- CCOc1cc(/C=N/n2cnnc2)ccc1OC(=O)c1cccc([N+](=O)[O-])c1
  1207, -9, -4, -8, ., -6, 107, -2, ., 3.1, 2
- COc1ccc(-c2nc3cc(C)ccn3c2NCc2ccc3c(c2)OCO3)cc1
  1340, -2, -13, -19, -1.8, -8, 121, 5, -5, -1.0, 8
- O=C(N/N=C\c1ccccc1OCc1ccccc1)c1ccco1
  1571, -11, -8, -6, ., 5, 104, 4, 7, 0.8, 1
- CN(C(=O)CSc1nnc(-c2cccc(F)c2)n1N)C1CCS(=O)(=O)C1 (stereo unspecified)
  1658, 8, 9, 1, -0.0098, 3, 104, 2, -9, -0.1, 3
- COC(=O)Cc1[nH]n(-c2nc3ccccc3s2)c(=O)c1C(C)=O
  1582, -5, -3, 0, 0.061, 6, 100, 4, ., -0.1, 3
- CCC(CC)NC(=O)/C=C/c1ccccc1Cl
  1440, 2, -18, -12, 0.47, -4, 112, -6, 6, 0.9, -1
- CCC(=O)c1ccc(OCC(O)CN(CCc2ccccc2)Cc2ccccc2)cc1 (stereo unspecified)
  1565, 23, 2, 16, ., 7, 91, 11, ., 1.1, 11
- CCc1ccc(OCC(=O)Nc2ncc3c(n2)CC(C)(C)CC3=O)cc1
  1497, -4, 0, -1, 0.23, 9, 105, 4, -35, 1.7, -7
- O=C(Nc1ccccc1)Nc1ccc(F)cc1F
  1513, -9, -9, 18, -1.9, -9, 86, -5, 9, 0.8, 4
- COc1ccc(-c2c(C#N)c(N)nc3sc(C(=O)c4ccccc4)c(N)c23)cc1
  1486, -6, 1, 5, -1.7, -1, 98, -4, -10, 4.8, -1
- O=C(NCc1n[nH]c(=S)n1-c1ccc(F)cc1)c1ccc(S(=O)(=O)N2CCCC2)cc1
  1456, -12, -4, -4, 1.3*, -4, 104, 3, ., 0.4, -4
- CO/N=C(\C)c1ncc(C(F)(F)F)cc1N1CCOCC1
  1535, 0, -4, 2, -0.11, -7, 102, 12, ., -0.3, 11
- COc1ccc(-c2cc(C(=O)NCc3cccnc3)no2)cc1
  1542, -3, -16, -10, ., 6, 113, 5, -26, 1.1, -2
- COc1ccc(NC(=O)C2CCN(C(=O)c3ccccc3)CC2)c(OC)c1
  1557, -3, -2, 2, 0.97, 4, 101, 2, -28, 0.0, -1
- CCNC(=S)N/N=C/c1cn(Cc2ccccc2F)c2ccccc12
  1520, 9, -16, -6, ., -7, 107, 2, -10, 2.1, -2
- O=C(O)c1cnc(-c2ccccc2)nc1Sc1ccc(Cl)cc1
  1685, 12, -7, 8, 1.8, 0, 100, 5, ., 8.6*, 4
- NC(=O)CC1NC(=O)c2cc([N+](=O)[O-])cc(I)c2OCCC(C(N)=O)NC(=O)[C@@H]2CCCN2C1=O (stereo partly specified)
  1503, -24, 1, -12, 0.065, 6, 108, -2, -12, 0.7, 0
- Cc1ccc(OCc2nc(-c3ccc(-n4cccc4)cc3)no2)cc1C
  1633, -2, 3, 6, ., 5, 99, -7, ., 1.7, 0
- CCc1ccc(-c2nc(-c3ccncc3)no2)cc1
  1433, -5, -18, 57*, ., -1, 58, 6, -11, -0.9, -13
- O=[N+]([O-])c1ccc(NCCNS(=O)(=O)c2ccccc2)c(C(F)(F)F)c1
  1641, -10, 2, 1, ., -3, 109, 5, ., 0.1, -7
- Cc1cc(NC(=O)CCNS(=O)(=O)c2cc(Br)cnc2N)ccc1Br
  1469, -5, -1, -5, -0.69, -2, 111, 1, ., 4.1, -14
- CCCn1c(=O)c2ccccc2n2c(SCCOc3ccc(Cl)cc3)nnc12
  1760, 4, 2, 10, ., 16, 95, 3, 13, 1.1, 0
- O=C(CN(C(=O)c1csnn1)c1cccc(F)c1)NCc1ccc(F)cc1
  1666, -2, 6, 5, 0.44, 11, 106, -3, -11, 0.5, 2
- COc1ccc(N(CCN2C(=O)c3ccccc3C2=O)C(=O)c2cccc([N+](=O)[O-])c2)cc1
  1516, -14, 3, -3, ., 9, 101, 8, -11, 1.4, 4
- CCOC(=O)c1ccc(N2CCN(c3ccc(F)cc3)CC2)c(NC(=O)Nc2cccc(OC)c2)c1
  1648, -9, -5, -5, 0.69, 3, 102, 1, 5, 3.0, -3
- Cc1ccc(-n2nc(C)c(Sc3ccccc3[N+](=O)[O-])c2N)cc1
  1511, -1, 10, -16, -1.1, 1, 116, 3, -15, 2.8, 3
- Cc1ccc(O)c(NC2=C(Cl)C(=O)N(Cc3ccccc3)C2=O)c1
  1374, -1, -24, -8, 0.28, -7, 107, -7, -16, 3.8, 0
- CC(=O)Nc1ccc(NC(=S)NC(=O)/C=C/c2ccc(Cl)cc2)cc1
  1537, 7, 2, 3, 0.21, -3, 103, -5, -4, 2.2, -4
- COc1ccc(Nc2nc(C)nc3c2nnn3Cc2ccccc2)cc1OC
  1536, 14, 8, 23, -0.56, -2, 83, 2, ., 6.3, 7
- CCOc1ccc(Br)cc1S(=O)(=O)Nc1ccc(NC(=O)c2ccccc2C)cc1
  1491, 1, 2, -3, 1.2, -3, 106, -2, -4, 5.9, 1
- Cc1nc(SCC(=O)NCCc2ccccc2)c2oc3ccccc3c2n1
  1607, 5, 5, 4, ., 4, 100, 7, ., 5.4, -9
- Cc1cccc(S(=O)(=O)N(CC(=O)Nc2ccccc2C)Cc2ccco2)c1
  1489, -2, 3, -8, -1.1, -2, 110, -9, ., 3.5, -1
- Cc1ccc[n+](CC(=O)Nc2ccc([N+](=O)[O-])cc2Cl)c1
  1706, -15, 0, 6, ., 5, 100, 2, ., 0.4, 1
- FC(F)(F)c1ccccc1NC(=S)N1CCN(c2ncccn2)CC1
  1614, 6, -4, 2, ., 7, 99, -3, ., 1.6, 7
- CC(c1c(O)c2ccccc2[nH]c1=O)C1(C)CCC(O)C(C)(C)O1 (stereo unspecified)
  1531, -10, 1, ., ., 1, ., 0, -16, -0.5, 0
- Nc1nc(-c2ccco2)nn1C(=O)c1ccc(Cl)cc1
  1411, -11, 6, 7, ., -2, 98, -1, ., -0.7, 5
- CCOC(=O)C1(CC2CCCCO2)CCN(S(=O)(=O)c2cc(C)cs2)CC1 (stereo unspecified)
  1692, 3, 6, 4, 0.48, 7, 103, 7, -4, 0.3, 3
- Nc1nc(N)c2sc3nc(C(F)(F)F)cc(C(F)(F)F)c3c2n1
  1409, 0, -3, -5, ., 1, 107, 5, ., -1.8, 4
- O=C(C(=O)N1CCCC1CO)N1CCCC1CO (stereo unspecified)
  1266, 6, -8, 2, 0.45, 5, 102, 8, 14, 1.2, 7
- Cc1cc(C)cc(CC(Cc2nc3ccccc3[nH]2)c2nc3ccccc3[nH]2)c1 (stereo unspecified)
  1711, 5, -2, 7, ., 6, 102, 2, ., -0.5, 6
- CC1CCCC(C)N1C(=O)CSc1nc2ncnc(N)c2[nH]1 (stereo unspecified)
  1674, 0, -9, 7, -0.02, 7, 97, 12, -22, 3.2, -7
- CCn1cc(CNC(=O)c2ccc(C)s2)cn1
  1517, -12, -2, 9, 0.35, 7, 97, 0, 1, 2.6, 4
- N#C/C(=C\c1ccc(-c2cccc([N+](=O)[O-])c2)o1)c1nnc(N2CCOCC2)n1-c1ccccc1
  1546, 13, -5, 13, 0.025, 1, 91, -3, 13, 0.4, 4
- Cc1cc2cc(CNC(=O)Cc3ccc([N+](=O)[O-])cc3)ccc2[nH]1
  1676, -15, -4, -4, 0.85, 4, 109, -1, 0, 4.7, 1
- CCOc1cc(C2C(C#N)=C(N)SC(N)=C2C#N)ccc1OCCN1CCOCC1
  2438*, 0, 4, 3, -1.6, 30*, 97, 36*, -16, 0.5, 46*
- COc1cc(CNCc2cccnc2)ccc1OCC(=O)NC(C)(C)C
  1594, 3, 1, -4, -0.009, 5, 106, -3, -6, 0.5, -2
- COc1ccccc1NS(=O)(=O)c1ccc(NN=C2CCCCC2)c([N+](=O)[O-])c1
  1645, -15, 4, 5, -0.16, 5, 97, 4, -13, 2.2, 2
- CC(C(=O)Nc1ccccc1)N1C(=O)c2ccccc2C1=O (stereo unspecified)
  1654, -1, 1, 2, -0.72, 0, 99, 13, 1, -0.2, -5

(listing goes on)
Every second line gives: SRC2 TRFRET art, TLR4-MyD88 BLA, STAT1 inh, STAT3 blocker, ROMK primary, PPARg SRC1 recr, STAT3 activator, PPARg SRC2 recr, S1P3 antagonist, RAM network inh, PPARg SRC-3 ag
- COc1ccc(C2CC(=O)c3cnc(N4CCN(Cc5ccccc5)CC4)nc3C2)cc1 (stereo unspecified)
  1476, -3, 4, 4, ., 9, 98, 9, 9, 0.0, 9
- Cc1ccc(-c2nnc(N3CCCCC3)c3ccccc23)cc1S(=O)(=O)N1CCN(C)CC1
  1525, 2, 12, 14, -3.6, 10, 93, 3, 9, -0.7, 9
- O=C(Cn1c(NCCCO)nc2ccccc21)c1ccc(Br)cc1
  1509, -13, 3, -9, ., -6, 110, -7, 4, -0.5, -7
- Cc1ccc(C(=O)N2CCN(c3ccc([N+](=O)[O-])c(NCc4ccco4)c3)CC2)cc1
  1822, -5, 14, 11, ., 8, 91, 6, ., 6.3, 9
- CCOC(=O)CC1CCCCN1Cc1nc(-c2ccc(F)c(OC)c2)oc1C (stereo unspecified)
  1522, -14, -1, -8, -3*, 7, 112, -1, -4, 0.3, 0
